Anthrax LF prot = Bacillus anthracis LF protease inhibitors, primary screen, biochemical, multiplex microsphere, MLPCN library; inhibition, % at 10 µM; multiplex microsphere protease cleavage assay; Lethal factor (Bacillus anthracis), P15917; 360,000 compounds, 0.12% hits; in the data active = inhibition above about 30%; inconclusive = no clear call, values can overlap the other calls; also: plate controls were buffer without enzyme for full effect and enzyme alone for no effect
SSB-PriA inh = inhibitors of Klebsiella pneumoniae PriA binding to SSB C-terminal tail, primary screen, biochemical, AlphaScreen. PriA–SSB C-terminal tail interaction (Klebsiella pneumoniae). AlphaScreen SSBct-PriA binding, biotinylated peptide. inhibition, % at 33 µM. 430,000 compounds, 0.6% hits. AID 1272365, 2023; in the data active = inhibition mostly above about 37%, no sharp cut-off; inactive = mostly below about 20%;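 also: plate controls were negative control peptide for no effect and reference peptide for full effect; strong numbers were not always called active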
SARS 3CLpro inh = SARS-CoV 3CLpro protease inhibitors, primary screen, biochemical, quenched FRET | AID 1706, 2009 | Replicase polyprotein 1ab (Severe acute respiratory syndrome coronavirus), P0C6X7 | recombinant SARS-CoV 3CLpro, quenched FRET peptide cleavage | inhibition, % at 6 µM | 290,000 compounds, 0.14% hits; in the data active = inhibition above about 12%
Rv3671c inh = Rv3671c serine protease inhibitors, primary screen, biochemical, fluorescence polarization, M. tuberculosis H37Rv; 320,000 compounds, 0.048% hits; P9WHR9; inhibition, % at 5.96 µM; AID 2606, 2010; in the data active = inhibition above about 38%;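 also: extracellular domain of Rv3671c used as enzyme; 0% = enzyme with DMSO and 100% = no enzyme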
Target sequence (P9WHR9 whole entry, looked up, the tested form may be a part): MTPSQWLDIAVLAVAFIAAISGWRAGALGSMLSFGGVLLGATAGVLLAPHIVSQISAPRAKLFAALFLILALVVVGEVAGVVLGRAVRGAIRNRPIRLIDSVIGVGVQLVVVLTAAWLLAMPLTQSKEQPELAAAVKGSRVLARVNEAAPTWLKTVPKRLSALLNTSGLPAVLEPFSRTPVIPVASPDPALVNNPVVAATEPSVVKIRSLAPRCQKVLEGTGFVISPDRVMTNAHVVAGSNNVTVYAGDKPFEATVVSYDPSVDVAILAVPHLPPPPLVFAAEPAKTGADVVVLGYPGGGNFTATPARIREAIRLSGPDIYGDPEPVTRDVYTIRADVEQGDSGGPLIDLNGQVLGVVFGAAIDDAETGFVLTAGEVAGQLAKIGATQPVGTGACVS
TcdB inh = TcdB glycohydrolase inhibitors, primary screen, biochemical, single point, plate reader | AID 652162, 2013 | inhibition, % at 9.99 µM | 350,000 compounds, 0.24% hits | TcdB glycohydrolase enzymatic assay; in the data active = inhibition above about 10%
Vc quorum ag = inducers of Vibrio cholerae quorum light production without autoinducers, primary screen, BH1578 luxS cqsA deficient, single point. V. cholerae BH1578 lux reporter, luminescence, 6 h. activation, % at 18.7 µM. 350,000 compounds, 0.16% hits; in the data active = activation mostly above about 9.7%, no sharp cut-off; inconclusive = no clear call, values can overlap the other calls; inactive = mostly below about 3.7%; also: not every result past the cut was called active; inactives centre near 0; reference of the scale not given here
DUSP3 inh = VHR1 phosphatase inhibitors, primary screen, biochemical, absorbance, uHTS | Dual specificity protein phosphatase 3 (Homo sapiens), P51452 | recombinant VHR phosphatase, pNPP absorbance | inhibition, % at 13.3 µM | 290,000 compounds, 0.52% hits | AID 1654, 2009; in the data active = inhibition above about 50%; also: some compounds called inactive have numbers as strong as hits
Target sequence (P51452 whole entry, looked up): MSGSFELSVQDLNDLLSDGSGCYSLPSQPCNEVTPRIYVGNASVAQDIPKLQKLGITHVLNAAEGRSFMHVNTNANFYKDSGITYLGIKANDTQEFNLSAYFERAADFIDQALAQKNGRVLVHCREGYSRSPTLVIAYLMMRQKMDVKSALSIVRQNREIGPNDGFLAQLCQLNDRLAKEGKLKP
PfHsp40 rescue = rescue of yeast from PfHsp40 toxicity, primary screen, S. cerevisiae, ATP luminescence; S. cerevisiae expressing PfHsp40, growth rescue; growth rescue, % at 12.5 µM; 340,000 compounds, 0.68% hits; in the data active = growth rescue above about 28%, passing the limit was not always enough; inconclusive = no clear call, values can overlap the other calls;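 also: yeast W303a lacking pdr1 and pdr3 grown in galactose medium; growth measured after three days at 30 °C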
Y pestis TopoI = Yersinia pestis topoisomerase I inhibitors, primary screen, biochemical, cleavage product accumulation, plate reader, single point; DNA topoisomerase I (Yersinia pestis CO92); Y. pestis Topo-I cleavage product accumulation; activity, % at 10 µM; 360,000 compounds, 0.064% hits; in the data active = activity above about 50%, passing the limit was not always enough; inconclusive = no clear call, values can overlap the other calls; also: inactives centre near 2
MazF activator = activators of E. coli MazEF toxin-antitoxin RNase, primary screen, biochemical, fluorescence, uHTS. Endoribonuclease toxin MazF (Escherichia coli (strain K12)), P0AE70. activation, % at 20 µM. FAM/BHQ RNA-DNA oligo cleavage fluorescence, 5 h. 350,000 compounds, 0.32% hits; in the data active = activation above about 50%
Target sequence (P0AE70 whole entry, looked up): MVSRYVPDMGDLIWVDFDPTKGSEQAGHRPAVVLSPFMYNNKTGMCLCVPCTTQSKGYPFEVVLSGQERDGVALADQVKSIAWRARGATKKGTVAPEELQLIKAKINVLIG
* = called active by the depositor; i = inactive; ? = inconclusive; / = not tested or not shown; & = joins results of further samples.

SMILES	Anthrax LF prot	SSB-PriA inh	SARS 3CLpro inh	Rv3671c inh	TcdB inh	Vc quorum ag	DUSP3 inh	PfHsp40 rescue	Y pestis TopoI	MazF activator
COc1cccc(N(C(C)=O)C2=NCCCS2)c1	-6	-2	-1	-2	0.7	-1.3	-6	-0.9	-3	0
COc1ccc(N2CCN(Cc3nc4scc(-c5ccccc5)c4c(=O)[nH]3)CC2)cc1	-1	11	4	-11	0.5	i	-8	-0.4	-8	-19
CNS(=O)(=O)c1cn(CC(=O)NCc2ccccc2OC)cc1S(=O)(=O)NC	10	-14	4	-1	-0.5	i	-7	-0.6	8	2
O=C(c1ccc(F)cc1Cl)N1CCC2(CC1)OCCO2	3	5	0	-1	0.6	i	12	1.0	-3	-6
COc1ccc(-c2c[n+]3c(n2-c2ccccc2)SCC3)cc1OC	-4	-4	0	-1	-0.2	-0.9	26	-0.3	0	-2
COc1ccc(C2CCCN2C(=O)Nc2ccccc2)cc1OC (stereo not given)	-10	-18	1	2	-1.2	-0.3	17	0.7	2	7
O=C(/C=C/c1ccc(Cl)cc1)NC(=S)Nc1ccc(C(=O)O)cc1	13	-10	2	-12	-7.1	-0.9	6	0.0	-3	6
O=S1(=O)CCO[C@H]2Cc3ccccc3[C@H]2N1Cc1ccccc1Br	1	-1	0	-14	0.4	1.2	1	1.9	18	-2
Cc1cc(C)c2nc(-c3ccccn3)cc(C(=O)NCc3ccco3)c2c1	-1	-1	1	-10	/	i	4	3.1	6	6
O=C(Nc1ccccc1N1CCCCC1)c1ccco1	-4	-30	-4	11	/	i	48	-0.8	19	0
Cn1nnnc1SCCNC(=O)C1CCC(=O)N(Cc2cccc(C(F)(F)F)c2)C1 (stereo not given)	-3	/	/	/	-0.8	0.8	/	/	-7	3
COc1ccc(OC)c(C2C3=C(CCCC3=O)NC3=C2C(=O)CCC3)c1	-3	-6	8	2	/	0.7	-4	-1.7	3	2
COC(=O)C1=C(C)NC(=O)NC1c1ccccc1 (stereo not given)	-3	2	-5	2	/	-0.5	33	0.1	3	16
CN(C)C(=O)c1cccc(-c2cc(NC=O)c3ncc(-c4ccc(F)c(Cl)c4)n3c2)c1	-7	/	/	/	-1.3	-0.5	/	/	40	/
COc1ccc(NC(=O)CN(C)C(=O)c2ccc(N3CCOCC3)c([N+](=O)[O-])c2)cc1	0	-12	/	3	2.2	i	/	-1.1	0	5
COc1ccc(Cn2nc(C)n(N(C)c3ncc(C(F)(F)F)cc3Cl)c2=O)cc1	1	-13	0	-3	/	14	-6	2.9	14	-4
COc1cc(NS(=O)(=O)c2ccc(N/C=C(\C#N)c3nc4cc(Cl)ccc4o3)cc2)nc(OC)n1	9	-2	-1	-10	/	3.4	47	-0.4	0	-9
COc1ccccc1NC(=S)N(Cc1ccc(Cl)cc1)CC1CCC(C(=O)O)CC1 (stereo not given)	-3	1	-4	-2	0.9	-0.3	21	1.0	9	-7
CCOC(=O)c1sc(NC(=O)Cn2nnc3sc4c(c3c2=O)CCCC4)nc1C	2	8	0	-47	/	i	29	1.5	0	0
O=C(O)CN1CCN(Cc2ccc(F)cc2)C1=O	3	-3	-2	-6	-0.7	i	2	-0.2	-6	2
COc1ccc(C(C)(C)C)cc1NC(=O)c1ccccc1-n1cnnn1	-4	-3	/	-2	2.1	-1.9	/	0.7	0	3
Cc1cc(C)cc(-n2ccnc2SCC(=O)O)c1	-1	1	3	1	1.0	-0.2	6	-1.8	2	-9
O=C(NCCOc1ccccc1)c1cc(S(=O)(=O)N2CCOCC2)ccc1F	1	-1	-2	4	-1.7	-11	23	-0.6	6	-11
CCOC(=O)c1ccn(CSc2c(F)c(F)cc(F)c2F)n1	-5	-10	/	4	0.3	i	/	0.5	-6	4
COc1cccc(CN2CCC2(C)C(=O)Nc2cccc3cccnc23)c1F (stereo not given)	0	/	/	/	1.8	0.9	/	/	1	/
CC1CCCCC1NC(=O)COC(=O)c1ccccc1NC(=O)c1ccco1 (stereo not given)	3	5	5	4	/	21*	-5	5.9	-2	3
COc1cccc(S(=O)(=O)N2CCN(c3ccccc3F)CC2)c1	-9	-31&-15	-2	0	/	-0.3	17	1.4	35	4
CSCCC(NC(=O)COc1ccccc1)C(=O)OCC(=O)c1ccccc1 (stereo not given)	?	-7	/	-10	1.8	-0.7	/	5.0	32	2
O=C(Nc1ccccc1)C1=C[C@@H](c2ccc(Br)cc2)C[C@@H](OCc2ccc(CO)cc2)O1	-1	7	2	-27	1.0&0.0	9.1	7	-0.8	2	-10
C=CCc1ccc(OCC(O)CN2CCN(Cc3ccc(Cl)cc3)CC2)c(OC)c1 (stereo not given)	0	6	-3	-4	2.5	-0.4	-6	1.8	23	0
CCNC(=O)C1CC(=O)N(Cc2ccc3c(c2)OCO3)C(=Nc2ccc(F)cc2)S1 (stereo not given)	6	-6	5	-1	/	i	13	-0.2	10	30
Cn1c(C(=O)O)c(CC(=O)Nc2ccc(F)cc2F)c2ccccc21	-1	1	6	2	/	i	40	0.7	10	2
O=C(CCCc1ccccc1)NC12CC3CC(CC(C3)C1)C2	15	-21	-1	1	1.5	0.8	-39	2.6	-5	1
FC(F)(F)c1cnc(Nc2ccc(N3CCOCC3)cc2)c(Cl)c1	-10	35	3	-10	/	-1.3	21	8.5	5	-7
Cc1cc(C)n2c(SCC(=O)Nc3ccccc3)nnc2n1	0	-9	0	5	0.4	-0.4	38	-1.3	14	9
CCOc1ccc(-n2c(SCC(=O)NC)nnc2-c2ccco2)cc1	6	-16	-3	1	0.7	i	16	-0.7	0	3
NC(=O)C1(c2ccccc2)OC1c1ccccc1 (stereo not given)	-2	-12	/	-2	1.0	-2.1	/	0.1	2	-15
OCCNCCCCOc1cccc(Br)c1	0	2	-3	7	0.2	-0.4	10	-1.2	1	-2
Cc1ccc(S(=O)(=O)N2C(=O)CCC2C(N)=O)cc1 (stereo not given)	0	-11	-1	/	0.5	i	18	0.8	-10	-19
CC1CCN(c2nc(CN3CCCCC3)nc3scc(-c4ccccc4)c23)CC1	-3	13	4	-6	/	-0.2	2	-1.5	7	4
Cc1ccc(/C=C2\SC(=S)N(CC3CCCO3)C2=O)o1 (stereo not given)	0	-2	-6	-15	-3.2	-1.0	10	1.7	-1	1
COc1ccc(CCNC(=O)CSCc2ccc([N+](=O)[O-])cc2)cc1	0	-1	-2	4	/	i	-7	0.9	4	2
O=C(CN1CCOCC1)NN1CC(=O)N(c2ccc(Cl)cc2)CC1=O	-3	-12	0	0	0.0	-0.3	18	-0.9	0	8
CCNC(=O)COC(=O)c1ccc(-n2nc(C)cc2C)cc1	0	-3	-7	7	1.1	-0.4	2	1.9	0	0
OCCNC(=S)NCCc1ccccc1	-4	-10	-5	-16	/	-0.1	-1	0.2	-3	3
CNC(=O)c1csc(-c2ccc(Cl)cc2)n1	1	-11	3	0	2.8	-0.2	-7	-0.4	10	-2
COc1ccc(COc2cccnc2N)cc1	7	-6	-3	4	0.7	i	9	-0.4	-14	1
C=CCNCCCOc1ccc(C(C)(C)c2ccccc2)cc1	-3	-4	3	-8	-5.6	-0.8	7	-1.1	8	14
O=C(OCC(=O)N1CCCC1=O)c1cccc([N+](=O)[O-])c1	0	-6	0	-3	1.0	i	-2	0.2	-7	-1
COc1ccc(C2C(C(=O)N3CCN(c4ccccn4)CC3)CCC(=O)N2c2cc(OC)c(OC)c(OC)c2)cc1 (stereo not given)	-5	-4	0	9	1.9	-0.5	16	3.2	8	5
COc1ccc(CCn2c(C)cc(C(=O)CSc3nnc(N)s3)c2C)cc1	-30	-18	3	-6	/	-0.3	16	-0.8	5	3
O=C(Nc1ccc2c(c1)OCO2)C(c1ccc(Cl)cc1)N1CCN(C(=O)c2ccco2)CC1 (stereo not given)	-4	18	5	-5	/	/	9	-0.1	8	-2
O=C(CN1CCN(Cc2ccc(Cl)cc2)CC1)N/N=C/c1cccs1	-8	i	3	5	1.6	-0.6	9	-0.2	9	5
Cc1ccc(Nc2cc(C)c3ccc(O)cc3n2)cc1C	-7	-6	0	11	2.4	i	-4	-0.5	-6	18
COc1ccc(NC(=O)[C@@H](NC(=O)N2C[C@H]3C[C@@H](C2)c2cccc(=O)n2C3)C(C)C)cc1OC	2	/	2	-5	0.9	-0.3	20	0.1	-1	0
CC(C)(C)c1cc2cccnc2n1Cc1ccccc1	1	3	1	-4	/	-0.3	25	-0.8	5	1
CCC(=O)N1c2ccc(S(=O)(=O)N3CCN(c4ccccc4Cl)CC3)cc2CC1C (stereo not given)	-3	4	4	2	-5.5	i	21	0.3	15	-4
Cc1ccc(N(CC(=O)NCc2ccncc2)S(C)(=O)=O)cc1Cl	-2	-12	-3	-3	/	-0.3	-9	-0.3	1	-2
CSc1ccc(C(=O)C2CCCN(C(=O)CCn3cncn3)C2)cc1 (stereo not given)	-3	4	4	-8	0.9	i	2	-0.7	-14	-2
CCOC(=O)c1cnc(-c2ccccc2)nc1Oc1ccc(Cl)c(Cl)c1	-3	-28	-2	-1	/	-2.2	14	-0.6	0	-8
New compounds follow
SMILES	Anthrax LF prot	SSB-PriA inh	SARS 3CLpro inh	Rv3671c inh	TcdB inh	Vc quorum ag	DUSP3 inh	PfHsp40 rescue	Y pestis TopoI	MazF activator
CCOC(=O)C1CCN(S(=O)(=O)c2cccc(-c3cn4cccc(C)c4n3)c2)CC1	-2	-25	1	-10	3.4	0.0	12	0.4	3	1
CCN(CC)S(=O)(=O)c1ccc2oc(SCC(=O)NCc3ccccc3)nc2c1	-4	2	5	-6	/	i	17	0.2	5	4
CC(=O)Nc1ccc2nc(NC(=O)c3ccco3)sc2c1	-5	-15&12	0	-12	-1.3	1.0	12	0.4	-4	0
CC(=O)Nc1cc2c(cc1Cl)-c1ccccc1C2O (stereo not given)	4	-11	/	/	1.0	2.6	/	-2.1	-4	-10
CCOC(=O)c1c(C)[nH]c(C(=O)OCC(=O)N(CC(C)C)C2CCS(=O)(=O)C2)c1C (stereo not given)	2	-7	/	3	0.1	3.1	/	-0.6	11	-2
CN1/C(=C\C(=O)c2cccc([N+](=O)[O-])c2)Sc2ccccc21	-1	-13	-4	-7	0.1	-0.5	0	-0.5	2	20

Some of these compounds in order of molar mass, ascending.
SMILES	Anthrax LF prot	SSB-PriA inh	SARS 3CLpro inh	Rv3671c inh	TcdB inh	Vc quorum ag	DUSP3 inh	PfHsp40 rescue	Y pestis TopoI	MazF activator
CC(=O)Nc1ccc2nc(NC(=O)c3ccco3)sc2c1	-5	-15&12	0	-12	-1.3	1.0	12	0.4	-4	0
CN1/C(=C\C(=O)c2cccc([N+](=O)[O-])c2)Sc2ccccc21	-1	-13	-4	-7	0.1	-0.5	0	-0.5	2	20
CCOC(=O)c1cnc(-c2ccccc2)nc1Oc1ccc(Cl)c(Cl)c1	-3	-28	-2	-1	/	-2.2	14	-0.6	0	-8
CCOC(=O)C1CCN(S(=O)(=O)c2cccc(-c3cn4cccc(C)c4n3)c2)CC1	-2	-25	1	-10	3.4	0.0	12	0.4	3	1

Assay outcomes (PubChem)

These rows are one share of the data, so the mix of outcomes need not match the whole.
